Screening results deposited in PubChem by several laboratories.
p97 ATPase inh: blocks human p97 ATPase activity; P55072; recombinant p97 ATPase, Kinase-Glo ATP luminescence, 3 h; inhibition, % at 8 µM; 220,000 compounds, 0.42% hits; in the data active means inhibition above about 15%;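 further: 0% = DMSO vehicle and 100% = wells lacking enzyme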
Target sequence (P55072 whole entry, looked up): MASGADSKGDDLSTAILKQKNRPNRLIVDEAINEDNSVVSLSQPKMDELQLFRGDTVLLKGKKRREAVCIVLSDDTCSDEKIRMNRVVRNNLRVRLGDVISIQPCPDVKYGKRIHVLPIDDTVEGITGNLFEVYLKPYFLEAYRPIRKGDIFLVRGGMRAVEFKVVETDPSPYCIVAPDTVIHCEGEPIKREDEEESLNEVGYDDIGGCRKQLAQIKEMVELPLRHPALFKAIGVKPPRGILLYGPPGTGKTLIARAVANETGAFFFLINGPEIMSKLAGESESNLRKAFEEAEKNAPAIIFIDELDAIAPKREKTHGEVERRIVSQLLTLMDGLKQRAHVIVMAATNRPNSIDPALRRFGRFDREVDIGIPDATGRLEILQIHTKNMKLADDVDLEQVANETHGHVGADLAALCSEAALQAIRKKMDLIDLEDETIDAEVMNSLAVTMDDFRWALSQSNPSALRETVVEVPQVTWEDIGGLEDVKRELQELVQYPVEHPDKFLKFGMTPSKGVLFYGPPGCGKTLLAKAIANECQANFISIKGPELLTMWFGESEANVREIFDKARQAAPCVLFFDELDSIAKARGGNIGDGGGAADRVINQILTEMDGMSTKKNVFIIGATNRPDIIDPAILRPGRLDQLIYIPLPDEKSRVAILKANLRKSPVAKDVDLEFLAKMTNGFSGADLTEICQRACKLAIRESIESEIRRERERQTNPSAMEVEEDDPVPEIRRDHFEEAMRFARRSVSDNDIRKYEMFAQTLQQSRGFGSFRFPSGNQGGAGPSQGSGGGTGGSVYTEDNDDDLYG
BaF3 tox: reduces parental Ba/F3 cell viability, JAK2V617F counter-screen. AID 1486. inhibition, % at 5.6 µM. 220,000 compounds, 1.1% hits. CellTiter-Glo ATP luminescence;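 active means inhibition above a per-campaign cutoff, the mean inhibition of all tested compounds plus 3 SD, cut at about 27% in these data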;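 further: 0% = DMSO wells and 100% = JAK Inhibitor I control wells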
RBBP9 inhibitor: human RBBP9 hydrolase inhibition; O75884; recombinant RBBP9, FP-Rh probe fluorescence polarization; inhibition, % at 7.94 µM; 220,000 compounds, 0.2% hits; AID 1515;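 active means inhibition above the campaign mean of all tested compounds plus 3 SD, cut at about 14% in these data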;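 further: plate controls were DMSO wells with RBBP9 for no effect and wells lacking RBBP9 protein for full effect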
Target sequence (O75884 whole entry, looked up): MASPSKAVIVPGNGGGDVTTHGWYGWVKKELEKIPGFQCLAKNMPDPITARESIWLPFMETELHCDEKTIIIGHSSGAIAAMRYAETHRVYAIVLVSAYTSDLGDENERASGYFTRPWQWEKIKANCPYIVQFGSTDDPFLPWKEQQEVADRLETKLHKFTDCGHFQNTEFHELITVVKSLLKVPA
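Material: RBBP9 protein. Amount: RBBP9 at 2.5 µM in dispensed solution, before mixing. Schedule: 30 min then 45 min, 25 °C. Medium: Tris buffer pH 8.0, NaCl, Pluronic. Measured by: fluorescence polarization. Measure: percent inhibition from mP, scaled between DMSO and no-protein wells. Replication: one well per compound.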
Ba/F3 V617F tox: loss of viability in JAK2V617F-driven Ba/F3 cells; inhibition, % at 5.6 µM; Ba/F3 EpoR-JAK2V617F viability, ATP luminescence; 220,000 compounds, 1.1% hits; AID 1446;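 active means inhibition above the campaign mean plus 3 SD over all tested compounds, cut at about 24% in these data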;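 further: cytokine-independent growth of Ba/F3 cells driven by EpoR plus mutant JAK2; 0% = DMSO-treated cells and 100% = JAK inhibitor I control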
PPC-1+TRAIL kill: PPC-1 cancer cell killing with TRAIL present | 220,000 compounds, 0.41% hits | cell killing (% activity), % at 4 µM | PPC-1 cells + TRAIL, ATPLite viability luminescence | AID 1443;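 active means cell killing above 50% in the first pass at 4 µM, then a duplicate retest at 5 µM averaging 50% or more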;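 further: plate controls were cells with TRAIL plus DMSO for no effect and medium-only wells lacking cells for full effect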
PGE2 EP2 inh: EP2 receptor (human) inhibition; P43116; C6 glioma cells expressing human EP2, cAMP TR-FRET; cells stimulated with saturating PGE2; inhibition, % at 25 µM; 260,000 compounds, 0.52% hits;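 active means percent inhibition above 40 after rounding to a whole number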;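 further: rat C6 glioma host cells with rolipram phosphodiesterase inhibitor present; the protocol text gives 20 µM as final concentration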
Furin inhibitor: blocks human furin protease activity. purified furin, fluorogenic substrate cleavage. inhibition, % at 30 µM. 220,000 compounds, 0.061% hits. AID 463115; in the data active means inhibition above about 25%; further: inactives centre near -15
Tb hexokinase: blocks Trypanosoma brucei hexokinase 1 activity. AID 1430. inhibition, % at 10 µM. recombinant TbHK1, G6PDH-coupled NADH A340. 220,000 compounds, 0.11% hits;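 active means inhibition of 50% or more in the single-dose primary screen; inactive means inhibition below 50%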
p47phox inh: blocks human p47phox regulatory protein of NADPH oxidases; P14598; p47phox/p22phox peptide binding, fluorescence polarization, 2 h; inhibition, % at 24.7 µM; 220,000 compounds, 0.53% hits; AID 1274;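 active means inhibition above about 30%, limit read from the data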;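 further: 0% = p47phox with labelled peptide and 100% = labelled peptide alone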
Starred values were filed as active, the others as inactive; nt = not tested or not shown; & = joins results of further samples; [ ] = dose if it differs, or a comment. Only part of the results is shown, so the mix of outcomes need not match the whole.

SMILES	p97 ATPase inh	BaF3 tox	RBBP9 inhibitor	Ba/F3 V617F tox	PPC-1+TRAIL kill	PGE2 EP2 inh	Furin inhibitor	Tb hexokinase	p47phox inh
O=C(Nc1ccc(Cl)cc1Cl)C1CCC(=O)N1Cc1ccccc1Cl (stereo not given)	-2	2	0	4	11	5	-6	0	-15
COc1ccc(NC(=O)[C@@H](NC(=O)c2ccccc2F)C(C)C)cc1S(=O)(=O)N1CCOCC1	2	6	-6	1	4	3	-11	0	-9
COc1ccc(C2=CC(=O)CC(c3ccc(OC)cc3)C2)cc1 (stereo not given)	0	12	-11	5	28	5	-18	-9	-3
COc1cccc(C2C(C#N)=C(N)Oc3cc(C)oc(=O)c32)c1OC (stereo not given)	5	11	-3	1	22	7	-16	1	-5
FC(F)(F)C(F)(F)c1nnc2ccc(-n3ccnc3)nn12	3	5	-7	2	-1	3	-34	1	-6
CC(=O)c1ccc(NC(=O)c2ccc3nc(-c4ccco4)c(-c4ccco4)nc3c2)cc1	1	3	-2	-4	0	27	-13[20 µM]	-14	-26
CCCn1c(=O)[nH]c(=O)c2c1nc(-c1ccc3c(c1)OCCO3)n2CCN1CCOCC1	4	0	-4	-1	26	12	-26	5	-7
COc1ccc(CN2C(=O)c3c(c(C)n(C)c3C)C2C(=O)NC2CCC(C)CC2)cc1 (stereo not given)	1	3	4	-3	6	7	-23	-3	-4
COc1ccc(CN(Cc2ccc(C(=O)O)cc2)C(=S)Nc2cccc(C)c2)cc1OC	-3	6	-12	4	-17	5	-3	-2	-5
O=C(NCCc1nc2ccccc2[nH]1)Nc1ccccc1	3	6	-6	-1	-21	6	-34	1	-15
Cn1c(=O)[nH]c(=O)c2[nH]c(CN3CCN(C(=O)c4ccco4)CC3)nc21	-5	1	-10	0	4	3	-8[20 µM]	3	-15
O=C(O)CSc1nnnn1-c1ccc2c(c1)OCCO2	-4	6	-6	0	17	6	-9[20 µM]	-8	-7
CC(C)OP(=O)(OC(C)C)C(O)c1ccc(N(C)C)cc1 (stereo not given)	-7	1	-6	1	11	3	-24	-6	11
CC(=O)c1cccc(NC(=O)NC2CC3CCCC(C2)N3CC(C)C)c1 (stereo not given)	5	4	11	3	4	9	-11[20 µM]	-1	-16
O=C(O)c1cc2nc(C3CC3)cc(C(F)(F)F)n2n1	-3	4	3	7	21	11	-5	-4	3
O=C(CNCC1CCCO1)Nc1ccccc1N1CCCCCC1 (stereo not given)	-7	4	1	2	-4	4	-16[20 µM]	3	-5
CCc1ccc(NC(=O)COc2ccc(Br)cn2)cc1	6	2	-7	1	-1	4	-23	-2	-8
C=CCN(CC=C)CCOc1cc(C)ccc1[N+](=O)[O-]	-2	10	0	2	2	12	-19	-9	-6
CS(=O)(=O)N1CCN(CCN2C(=O)c3cccc4cccc(c34)C2=O)CC1	6	0	1	-4	3	5	-15	-26	3
O=C(N/N=C/c1ccccc1)c1[nH]ncc1Br	-22	0	-7	-3	12	8	-23	-2	-9
COc1ccccc1OCC(O)CN1C(=O)NC(C)(C)C1=O (stereo not given)	nt	nt	nt	nt	7	17&3	-19	7	-1
CC(C)Cn1c(N)c(C(=O)COC(=O)C2CCCCC2)c(=O)n(C)c1=O	-4	3	-3	1	14	13	-15	-9	-5
Cc1ccc(-n2c(SCC(=O)N3CCCCC3)nc(O)cc2=O)cc1	7	-1	-4	0	5	0	-27	0	-51
O=C(CCCNS(=O)(=O)c1ccc(Cl)c(Cl)c1)NCCc1ccccn1	3	6	-1	-1	6	8	-37	-6	0
C[C@H](NC(=O)OC(C)(C)C)C(=O)NCC1CCC(C(=O)O)CC1 (stereo not given in full)	-1	6	-6	1	20	3	-19[20 µM]	-1	1
CCOC(=O)c1ccc(NC(=O)CNC(=O)c2ccccc2)cc1	-10	3	-6	2	-2	7	-3	2	-1
COc1ccc2c(Cl)c(C(=O)N/N=C/c3c(C)[nH]c4ccccc34)sc2c1	8	7	3	1	17	10	-3	-23	-91
Cn1c(=O)c2cc(S(=O)(=O)NC(C(=O)NC3CCCCC3)c3ccccc3)ccc2n(C)c1=O (stereo not given)	-5	4	0	0	-5	13	-24	-9	9
COC(=O)CC1(c2ccc(OC)cc2)C(=O)c2ccccc2C1=O	4	1	-5	-3	10	6	-13	-15	-11
CCCCN1c2ccccc2N(CCCO)c2cc(C)nnc21	2	2	-2	-5	3	19	-22	0	-8
CN(C)S(=O)(=O)Oc1cccc(C(=O)Nc2ccc(Cl)c(Cl)c2)c1	-5	1	-36	-3	8	40*	-11	0	-11
Cc1ccc(S(=O)(=O)Nc2ccccc2CNc2ncc(Br)cc2Br)cc1	2	7	-10	-1	14	-1	-12	-4	-6
CSc1nc(-c2ccccc2)nn1C(=O)c1ccc(C)cc1	-3	2	0	0	28	11	-15[20 µM]	-9	4
COc1ccccc1CNC(=O)C(CC(C)C)NC(=O)C1CCC(C)CC1 (stereo not given)	-2	5	-4	-2	13	4	-22[20 µM]	5	-4
CCOC(=O)CC/C(C)=N\N=C1\SC(CC(=O)O)C(=O)N1c1ccccc1 (stereo not given)	6	-2	-1	-2	20	13	-20	-9	-16
C=CCN1C(=O)C(Cc2ccc(OCC)cc2)SC1=Nc1ccc(C(=O)O)cc1 (stereo not given)	2	6	-3	3	11	6	1	34	-6
COc1cccc(C(=O)CN(C(=O)c2ccc(Cl)c(Cl)c2)N2C(=O)c3ccccc3C2=O)c1	2	4	-2	0	16	6	-19[20 µM]	-6	-3
Cc1ccnc2nc(C(=O)Nc3ccc(N4CCOCC4)cc3)nn12	-3	2	-3	2	25	10	-5[20 µM]	-20	-5
CCn1c(=O)c(C(=O)CN2c3ccccc3CC2C)c(N)n(Cc2ccccc2)c1=O (stereo not given)	4	5	-5	-3	-2	4	-12	-6	-14
O=C(CCn1cnnn1)Nc1ccc(Cl)c(Cl)c1	4	7	-10	-1	22	7	-34	1	-7
CC1CN(Cc2cc(=O)n3ccsc3n2)CC(C)O1 (stereo not given)	6	7	-4	0	25	16	-18[20 µM]	-2	-3
CCn1c(=O)c(C(=O)NC(C)C)c(O)c2ccccc21	-4	2	-1	-1	-11	17	-18[20 µM]	-10	-1
COC(=O)c1sccc1-c1ccc(/C=N/OCc2c(Cl)cccc2Cl)o1	1	1	-8	-2	10	2	-15[20 µM]	-12	-6
COc1ccc(C(=O)Nc2ccccc2C(=O)NC(Cc2ccc(O)cc2)C(=O)NNC(=O)c2ccncc2)cc1 (stereo not given)	5	4	-6	2	16	7	-18	0	-18
COc1cccc(CNc2ncn[nH]2)c1OCc1ccccc1F	0	6	-5	4	17	5	-17	-1	-4
O=C(NCCC1=CCCCC1)C(=O)NCc1ccccc1Cl	9	1	-4	-2	-5	3	-19[20 µM]	3	-14
CC(C)CNS(=O)(=O)c1ccc(CCC(=O)NC2CCCC2)cc1	1	9	0	3	-3	27	-28	-12	6
COc1cc(S(=O)(=O)N2CCC(O)(c3cccc(C(F)(F)F)c3)CC2)ccc1-n1cnnn1	0	6	-2	4	3	7	-12[20 µM]	-6	-10

Sorted by number of heavy atoms (descending): part of the list above
SMILES	p97 ATPase inh	BaF3 tox	RBBP9 inhibitor	Ba/F3 V617F tox	PPC-1+TRAIL kill	PGE2 EP2 inh	Furin inhibitor	Tb hexokinase	p47phox inh
COc1cc(S(=O)(=O)N2CCC(O)(c3cccc(C(F)(F)F)c3)CC2)ccc1-n1cnnn1	0	6	-2	4	3	7	-12[20 µM]	-6	-10
CCn1c(=O)c(C(=O)CN2c3ccccc3CC2C)c(N)n(Cc2ccccc2)c1=O (stereo not given)	4	5	-5	-3	-2	4	-12	-6	-14
O=C(NCCC1=CCCCC1)C(=O)NCc1ccccc1Cl	9	1	-4	-2	-5	3	-19[20 µM]	3	-14
CCn1c(=O)c(C(=O)NC(C)C)c(O)c2ccccc21	-4	2	-1	-1	-11	17	-18[20 µM]	-10	-1

(list continues)
SMILES	p97 ATPase inh	BaF3 tox	RBBP9 inhibitor	Ba/F3 V617F tox	PPC-1+TRAIL kill	PGE2 EP2 inh	Furin inhibitor	Tb hexokinase	p47phox inh
CCO/N=C/C(=O)Nc1ccc(F)cc1F	1	4	3	0	3	5	-31	-2	4
CCOCCN(C(=O)c1ccccc1Cl)c1ccccc1	0	1	0	-3	-1	4	-10	-12	-1
CO/N=C/NC(=O)C1=NOC(CNc2ncc(C(F)(F)F)cc2Cl)C1 (stereo not given)	0	5	8	3	-21	16	-16[20 µM]	-2	2
COC(=O)c1cccc(NC(=O)CSc2nc(=O)cc(N)n2-c2ccccc2)c1	6	2	-2	-4	11	12	-16[20 µM]	3	-12
c1ccc(-c2ccc(CN3C[C@@H]4C(c5ccccc5)C5(c6cccnc6)CC4(C5)[C@H]3c3ccccc3)cc2)cc1 (stereo not given in full)	nt	nt	nt	nt	17	18	-30	-7	-20
O=C(CSc1nc2ccccc2s1)Nc1cc(C(=O)O)cc(C(=O)O)c1	13	5	-5	-2	7	9	-16	-6	-4
CCN(CC)CCCNC(=O)C1c2ccccc2C(=O)N(CCOC)C1c1ccc(F)cc1 (stereo not given)	4	2	4	2	-7	6	-13	-1	-1
O=c1c2c(n3cnnc3n1-c1ccccc1)-c1ccccc1CC21CCCC1	-1	7	-4	-2	-19	7	-1	19	-7
COC(=O)CN1C(=O)CC(C)(C)S(=O)c2ccccc21 (stereo not given)	7	-2	-3	-3	7	7	-10	2	-17
O=C(Nc1ccccc1)C1=C[C@@H](c2ccccc2)C[C@@H](OCc2ccc(CO)cc2)O1	2	19	-2	5	2	6	-17	7	-27
Cc1nn(CC(=O)O)c2ccccc12	5	4	-10	-1	6	7	-31	4	-9
N#Cc1c(-c2ccccc2)cc(C2CC2)nc1SCC(=O)O	4	10	-2	0	7	0	-5	-14	12
CC1=CS(=O)(=O)CC1Sc1nc(C)n[nH]1 (stereo not given)	7	1	2	-3	1	3	-12	-3	-2
COC(=O)CNC(=O)c1ccc(OC2CCN(C(=O)C3CC3)CC2)cc1	1	-1	-6	-3	2	9	-26	-6	-4
CCCCOC(=O)c1ccc(NC(=S)NC(=O)c2c(Cl)cnn2CC)cc1	0	-2	-2	-5	16	16	-7[20 µM]	-5	-8
CCC(=O)N1CCN(c2ccc(NC(=S)NC(=O)c3ccc(OC)c([N+](=O)[O-])c3)cc2)CC1	8	4	2	-4	19	7	-19	-10	6
NC(=O)C1CCN(S(=O)(=O)Cc2ccccc2Cl)CC1	4	3	3	-2	0	8	-15	0	-1
COC(=O)c1ccc(C)c(NC(=O)C2COc3ccccc3O2)c1 (stereo not given)	-5	6	-4	3	6	4	0[20 µM]	4	0
O=C(NCC1CCCO1)c1onc(CSc2ccc(F)c(F)c2)c1C(=O)O (stereo not given)	1	1	-1	-3	26	6	-24[20 µM]	-1	2
Nc1ccc(O)c2c1C(=O)c1ccccc1C2=O	-6	13	11	8	18	19	0	18	54*
CCN(C(=O)CN(C)Cc1c(F)cccc1Cl)c1c(N)n(Cc2ccccc2)c(=O)[nH]c1=O	-2	6	1	-2	5	7	-12	-3	-10
CC(C)(C)C(=O)Cn1c[n+](N)cn1	5	8	-8	3	3	6	-6[20 µM]	0	-5
C=CCn1c(SCC(=O)Nc2nnc(CC)s2)nnc1-c1cccnc1	0	1	-8	-2	0	7	-16[20 µM]	4	1
O=C(Cn1nc(Cc2ccncc2)c2ccccc2c1=O)N1CCc2ccccc2C1	7	0	4	-3	4	nt	-6	-3	-9
CCCC(=O)NC(c1ccc2c(c1)OCO2)c1cc(Cl)c2cccnc2c1O (stereo not given)	2	-1	-5	-5	26	4&4	2	1	-1
COc1nc(C)ccc1-c1noc(-c2ccccn2)n1	-6	19	6	1	31	4	28*[20 µM]	0	-2
c1cn(-c2ncnc3sc4c(c23)CCCC4)cn1	2	-1	3	-4	4	21	-24	0	-82
